esBAF inh: blocks esBAF chromatin remodeling in mouse ES cells; Bmi1-luciferase knock-in reporter, 24 h; 100% = twice the neutral-well signal; reporter increase, % at 12.5 µM; actives 2% (n = 350,000); AID 602393; in the data active = activation above about 40%;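 also: 0% = median of the plate's neutral control wells and 100% = double that signal; a rise in the Bmi1 reporter signal indicates esBAF inhibition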
XiGFP reactiv: activators of X-chromosome reactivation in mouse fibroblasts; XiGFP mouse fibroblasts, % GFP-positive cells imaging, 3 d; cells co-treated with 5-aza-dC sensitizer; scaled so ellipticine positive control = 100%; activation, % at 7.58 µM; actives 0.055% (n = 360,000);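 active = mean normalized replicate activation at least 10% and every replicate at or above 10%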;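 also: 0% = median of on-plate neutral control wells and 100% = ellipticine 6 µM median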
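Material: SV40-immortalized XiGFP fibroblast cells, line 68-5-11 | Buffer or medium: DMEM containing 5-aza-dC | Dosing: One concentration, pinned | Times: 3 d treatment, 15 min room-temperature fixation | Controls: Ellipticine 6 µM positive control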
RAD52 anneal inh: blocks human RAD52 DNA annealing; P43351; recombinant RAD52 DNA annealing, FRET fluorescence; inhibition, % at 18.7 µM; actives 0.46% (n = 360,000); AID 651710;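 active = every replicate showing at least 50% inhibition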
E-sel inducer: E-selectin induction on HUVECs; P16581; HUVEC E-selectin immunofluorescence imaging; normalized: neutral wells 0, TNF-alpha wells 100; activation, % at 7.58 µM; actives 0.37% (n = 260,000); AID 686992;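 active = mean E-selectin-positive cell signal at least 10% of the positive control, reached in at least 60% of replicates, without over 20% cell loss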;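 also: in these data hits start at about 27%; measured in HUVEC primary endothelial cells; signal is the percent of cells scored E-selectin positive by PE staining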
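Read-out: % PE-positive cells | Test system: HUVEC | Doses: One compound dose added by pin transfer | Buffer or medium: EGM-2 over gelatin coat | Signal: Immunofluorescence imaging | Benchmarks: TNF-alpha, DMSO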
RAD54 inh: blocks human RAD54 Holliday junction branch migration | inhibition, % at 10.4 µM | actives 0.14% (n = 360,000) | Q92698 | FAM/BHQ fluorescence;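 active = mean normalized replicate activity at least 40 and at least half of replicates scoring 40 or more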;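 also: 0% = median of neutral control wells and 100% = median of positive control wells; inhibitors cause a drop in the FAM fluorescence signal; in these data hits start at about 50%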
S100A4 inh HTS: blocks human S100A4 binding to myosin IIA peptide. inhibition, % at 10.7 µM. S100A4/TAMRA-MyoIIA peptide fluorescence polarization. P26447. actives 0.14% (n = 360,000);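 active = mean inhibition of at least 70% across replicates, with every replicate also reaching that level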
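Compound dosing: one dose per compound; test system: human S100A4 monomer with TAMRA-labelled myosin IIA peptide; probe or stimulus: TAMRA-labelled myosin IIA heavy-chain peptide probe, 5 nM; medium: HEPES buffer with Ca2+, pH 7.2; schedule: 5 min incubation before reading; benchmarks: neutral control DMSO, positive control TFP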
ERp5 block: ERp5 (human) disulfide isomerase inhibition. inhibition, % at 9.99 µM. actives 0.05% (n = 350,000). AID 651711. Q15084. ERp5 insulin aggregation, absorbance 650 nm, 90 min;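 active = mean replicate inhibition above about 25%, with every replicate also reaching it, limit read from the data, passing the limit was not always enough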
ERAP1 inh: inhibitors of human ERAP1 aminopeptidase; actives 0.15% (n = 340,000); Q9NZ08; AID 652197; recombinant ERAP1, Leu-AMC fluorescence, 60 min; inhibition, % at 10.7 µM;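 active = mean replicate inhibition of at least 30%, or all replicates individually reaching that 30% level; inactive = mean below 30% and not every replicate reaching it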;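 also: 0% = neutral control wells and 100% = L-leucinethiol positive control wells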
* marks the source's active call; other numbers are inactive results; x = no result given.

SMILES	esBAF inh	XiGFP reactiv	RAD52 anneal inh	E-sel inducer	RAD54 inh	S100A4 inh HTS	ERp5 block	ERAP1 inh
COC(=O)C1=C(C)N(CC2CC2)C(=O)N[C@H]1c1ccccc1	6	-0.1	-11	0.2	4	-2	0	1
CC1CCN(S(=O)(=O)c2nnc(NC(=O)COc3ccccc3)s2)CC1	-4	-0.1	-14	x	0	-6	-1	3
CN1CCN(C(=O)[C@H]2[C@H](CO)[C@H]3Cn4c(cccc4=O)[C@@H]2N3S(=O)(=O)c2ccccc2F)CC1	-5	0.0	2	-0.1	3	-4	2	1
CC1CCN(c2c(NCC3CCC(C(=O)NCCc4ccc(Cl)cc4)CC3)c(=O)c2=O)CC1 (centres undefined)	x	0.0	-13	-0.4	x	8	-1	x
COc1ccc(S(=O)(=O)N2c3ccccc3OCC2C)cc1 (centres undefined)	x	0.0	2	x	x	-5	-5	-3
COc1ccc(-c2[nH]c(-c3ccccc3)nc2SCC(=O)NCc2ccco2)cc1OC	3	0.1	2	x	-11	-5	-2	3
CCc1nc2c(OCc3ccccc3C)cccn2c1N(C)C(=O)c1ccco1	-3	-0.1	-19	0.2	4	-22	-5	0
COC(=O)c1cccc(NC(=O)c2ccc(S(=O)(=O)N(C)c3ccccc3OC)cc2)c1	9	0.1	-9	0.9	-6	-3	4	0
Cc1c(C(=O)N(C)Cc2ccc(F)cc2)sc(=O)n1Cc1ccccc1C#N	6	-0.1	-8	x	-6	-6	-2	x
CNC(=O)C[C@H]1CC[C@H]2[C@@H](COc3ccc(NC(=O)Nc4ccccc4F)cc3C(=O)N2C)O1	8	0.3	15	0.1	-6	-2	-1	4
O=C(NNS(=O)(=O)c1ccc(F)cc1)c1sccc1-n1cccc1	-7	0.0	-10	-2.1	9	3	3	-2
O=C(c1ccc(Cl)c(S(=O)(=O)N2CCCCC2)c1)N1CCN(c2ccccc2)CC1	x	-0.1	-25	-0.1	-4	3	-3	-7
Cc1cccc(N(C(=O)c2nsc(Cl)c2Cl)C(C(=O)NC2CCCC2)c2ccc(O)cc2)c1 (centres undefined)	15	0.3	x	1.8	-4	x	x	x
COc1ccc(NC(=O)C2CCN(c3nc(-c4ccc(OC)cc4)no3)CC2)cc1	-23	0.0	-9	-0.1	-5	-1	3	4
COCCNC(=O)c1c(N)n(/N=C/c2ccc(F)cc2)c2nc3ccccc3nc12	x	0.0	-12	0.1	-11	-12	3	-5
CCOP(=O)(C1=C(O)C(=O)C(C(C)(C)C)=CC1=O)c1ccccc1 (centres undefined)	x	0.0	-73	1.9	x	7	2	0
CCCC(C(=O)NC1CCCC1)N(CCCN1CCOCC1)C(=O)c1snc(C(N)=O)c1N (centres undefined)	x	x	-12	x	-6	1	2	-2
Cc1c(C(O)CN2CCN(Cc3ccc4c(c3)OCO4)CC2)c2ccccc2n1C (centres undefined)	-8	x	-33	x	11	4	4	4
COc1ccc(C(=O)N2CCCC(CCC(=O)NCc3ccccc3F)C2)c(OC)n1 (centres undefined)	9	0.0	1	-0.2	-8	-2	x	-1
COc1cccc(-c2ccc3n(c2=O)C[C@@H]2[C@@H](CO)[C@H](C(=O)N(C)C)[C@H]3N2Cc2cncnc2)c1	-1	-0.1	-1	0.2	-8	4	3	1
O=C(COc1cccnc1[N+](=O)[O-])NCCc1ccc(Cl)cc1	x	0.1	-3	-0.2	-11	4	0	1
CCCCn1c(N)c(N(CC(C)C)C(=O)C2CC(=O)N(c3ccc4c(c3)OCCO4)C2)c(=O)[nH]c1=O (centres undefined)	-3	0.0	-14	x	7	5	0	-3
CC(=O)N(C)C[C@@H]1Oc2cc(-c3cccc(C#N)c3)ccc2S(=O)(=O)N([C@@H](C)CO)C[C@@H]1C	9	-1.1	0	0.4	0	10	0	-2
CC1CC(C)CN(S(=O)(=O)c2ccc3c(c2)oc(=O)n3CC(=O)NCCCOC(C)C)C1 (centres undefined)	3	0.0	-19	x	9	-2	1	-2
COc1ccc(-c2nc(CS(=O)(=O)CC(=O)NCc3ccc(F)cc3)c(C)o2)cc1	-1	0.1	-10	x	-6	-6	0	0

(list continues)
SMILES	esBAF inh	XiGFP reactiv	RAD52 anneal inh	E-sel inducer	RAD54 inh	S100A4 inh HTS	ERp5 block	ERAP1 inh
O=S(=O)(c1ccccc1F)N1CC[C@@H]2[C@H](CO)Nc3ccc(-c4cccc(F)c4)cc3[C@@H]21	-1	0.0	3	-0.3	2	x	1	x
COc1ccc(Nc2nnc(SCC(=O)NC(=O)Nc3ccc4c(c3)OCCO4)s2)cc1	x	-0.3	-5	1.5	x	7	7	2
Cc1ccc(C(=O)NCc2cccnc2)o1	x	-0.1	0	0.0	5	3	-3	0
C[C@H]1CN([C@@H](C)CO)C(=O)c2cccc(NC(=O)c3ccc(-c4nccs4)cc3)c2O[C@@H]1CN(C)C(=O)Nc1ccccc1	4	0.2	-3	-0.1	9	-5	1	1
O=C1CC(c2ccccc2)Oc2cc(O)ccc21 (centres undefined)	22	0.0	-1	-0.8	-3	-7	2	0
O=C(Nc1ccccc1)N[C@H]1CC[C@@H](CCNS(=O)(=O)c2cccc(F)c2)O[C@H]1CO	5	0.2	2	-0.1	2	-11	-3	2
C[C@@H]1CN([C@@H](C)CO)C(=O)c2cccc(NS(=O)(=O)c3ccccc3)c2O[C@@H]1CN(C)C(=O)Nc1ccccc1	1	-1.1	23	x	4	7	2	-3
CN(C)CC(=O)N[C@H]1CC[C@@H](CCNC(=O)C2CCCCC2)O[C@@H]1CO	2	-0.8	0	-0.2	2	-6	1	0
COc1ccc(CN(C)C[C@@H]2Oc3ccc(NC(=O)Nc4ccc(F)cc4)cc3CC(=O)N([C@H](C)CO)C[C@@H]2C)cc1	4	-0.2	-20	76*	-5	-3	1	-2
Cc1cccc(OCC(=O)NNS(=O)(=O)c2ccccc2F)c1	3	0.1	-4	0.9	-18	2	5	-4
CO[C@H]1CN(C)C(=O)c2ccc(NS(=O)(=O)c3ccccc3)cc2OC[C@@H](C)NC[C@@H]1C	1	0.7	-19	0.1	0	3	-4	2
O=c1ccc(S(=O)(=O)N2CCCC2)cn1Cc1nc(-c2ccccc2)no1	-5	0.4	-15	0.2	6	-6	4	1
CO[C@H]1CN(C)C(=O)c2ccc(NS(=O)(=O)c3ccccc3C)cc2OC[C@H](C)N(C)C[C@@H]1C	x	0.0	-9	0.9	x	-11	5	-1
C/C=C/c1ccc2c(c1)O[C@H](CN(C)Cc1ccccc1F)[C@H](C)CN([C@@H](C)CO)S2(=O)=O	-2	-0.8	31	-0.3	-1	-13	-3	0
C[C@@H]1CN([C@H](C)CO)C(=O)c2cc(NS(C)(=O)=O)ccc2O[C@H]1CN(C)C(=O)Nc1ccc(C(F)(F)F)cc1	-4	0.1	-3	9.7	-1	12	3	-2
CCCc1nc2c(sc3nc4c(cc32)COC(C)(C)C4)c(=O)o1	x	-0.1	-2	7.0	x	1	2	-1
O=C(NNC(=O)c1ccccc1O)c1ccc(Cl)c(S(=O)(=O)N2CCc3ccccc32)c1	-49	-0.1	-20	0.3	x	-3	-9	-1
Cc1c(C(=O)N2CCCC2)c(S(=O)(=O)NCCc2ccccc2)c(C)n1C	8	0.0	-7	x	1	-1	-4	0
CCN(c1ccccc1)S(=O)(=O)c1nnc(NC(=O)C(C)C)s1	-8	0.0	-10	x	-1	-3	-1	1
O=C1c2ccccc2C(=O)N1Cc1cc(Cl)c(O)c([N+](=O)[O-])c1	-6	-0.1	-8	-1.6	-5	-4	0	1
CC(=O)N(C)C[C@H]1Oc2ncc(-c3cccc(C#N)c3)cc2C(=O)N([C@H](C)CO)C[C@@H]1C	-3	0.0	-10	5.8	-1	-9	1	0
CC1(c2ccc(Cl)cc2)NC(=O)N(CC(=O)N2CCc3ccccc32)C1=O (centres undefined)	-1	0.0	-6	x	-5	-3	2	-3
CN(C)CC(=O)Nc1ccc2c(c1)[C@H]1C[C@H](CC(=O)NCc3cccc(F)c3)O[C@H](CO)[C@H]1O2	-1	0.0	0	-0.2	-1	-35	-10	-1
C/C=C/c1ccc([C@H]2[C@@H](CO)N(S(C)(=O)=O)[C@@H]2CN(CC)C(C)=O)cc1	-4	0.1	10	-0.4	3	-4	-2	0
OCC1CCCN(C(=S)NCCc2ccccc2)C1 (centres undefined)	37	x	-12	x	1	3	-13	2

Record cards, as listed above. Values in the order: esBAF inh	XiGFP reactiv	RAD52 anneal inh	E-sel inducer	RAD54 inh	S100A4 inh HTS	ERp5 block	ERAP1 inh
O=C1c2ccccc2C(=O)N1Cc1cc(Cl)c(O)c([N+](=O)[O-])c1 is entered as -6	-0.1	-8	-1.6	-5	-4	0	1
COc1ccc(Nc2nnc(SCC(=O)NC(=O)Nc3ccc4c(c3)OCCO4)s2)cc1 is entered as x	-0.3	-5	1.5	x	7	7	2
OCC1CCCN(C(=S)NCCc2ccccc2)C1 (centres undefined) is entered as 37	x	-12	x	1	3	-13	2
CC1(c2ccc(Cl)cc2)NC(=O)N(CC(=O)N2CCc3ccccc32)C1=O (centres undefined) is entered as -1	0.0	-6	x	-5	-3	2	-3
CO[C@H]1CN(C)C(=O)c2ccc(NS(=O)(=O)c3ccccc3)cc2OC[C@@H](C)NC[C@@H]1C is entered as 1	0.7	-19	0.1	0	3	-4	2

New compounds follow:
SMILES	esBAF inh	XiGFP reactiv	RAD52 anneal inh	E-sel inducer	RAD54 inh	S100A4 inh HTS	ERp5 block	ERAP1 inh
COc1cccc(S(=O)(=O)N[C@@H]2C=C[C@H](CC(=O)NCc3ccncc3)O[C@H]2CO)c1	-7	-0.1	1	0.2	-6	1	5	-3
CN(C)CCNC(=O)c1ccc(Cl)s1	-4	x	-14	x	x	1	-3	0
COc1c(C)cc(Br)cc1C(=O)Nc1ccccc1C	-6	0.2	-5	0.5	x	7	-3	x
O=C(Nc1ccc2c(c1)[C@@H]1C[C@H](CC(=O)N3CCc4ccccc4C3)O[C@@H](CO)[C@@H]1O2)c1ccc2c(c1)OCO2	-2	0.3	-1	0.2	-3	-37	1	0
O=C(OCc1cccc([N+](=O)[O-])c1)c1cnccn1	x	0.0	3	x	x	1	-3	8
O=C(NCc1ccc(Cl)cc1)C1CCCN(S(=O)(=O)c2cnc[nH]2)C1 (centres undefined)	-7	0.0	-5	x	2	0	9	x
C[C@@H]1CN([C@@H](C)CO)C(=O)c2cc(NS(=O)(=O)c3ccccc3)ccc2O[C@H]1CN(C)Cc1ccncc1	-1	-1.1	-11	-3.4	6	-1	6	-1
C[C@@H]([C@@H](O)c1ccccc1)N(C)C(=O)C(N)Cc1ccccc1 (some centres undefined)	-9	-0.1	-37	0.0	-4	0	-3	2
Cc1ncoc1C(=O)N1CCc2c([nH]c3ccccc23)C1C(C)(C)C (centres undefined)	x	0.0	-1	1.5	x	3	4	4
CNC[C@@H]1OCCCC[C@@H](C)Oc2ccc(NC(=O)CCC(F)(F)F)cc2C(=O)N([C@H](C)CO)C[C@@H]1C	-8	-0.2	-14	0.1	-4	-3	8	1
C=CCn1c(CNS(=O)(=O)c2ccc(Cl)cc2)n[nH]c1=S	x	0.0	-9	0.2	-8	-6	6	4
CCNC(=S)N1CCN(S(=O)(=O)c2ccc(Cl)s2)CC1	4	-0.1	3	-0.5	-3	1	1	0
CC(=O)N1CCN(Cc2nc3cc(NC(=O)c4ccccc4Cl)ccc3n2C)CC1	x	0.1	-5	x	x	-3	-8	-14
O=C(CCNC(=O)c1ccc([N+](=O)[O-])cc1)Nc1cc(Cl)ccc1N1CCOCC1	7	0.0	3	0.1	-4	-6	-1	8

Screening results deposited in PubChem by Broad Institute.
